Screens (PubChem BioAssay)
WRN inhibitor: qHTS for Inhibitors of WRN Helicase | Bifunctional 3'-5' exonuclease/ATP-dependent helicase WRN (Homo sapiens), Q14191 | WRN helicase unwinding, fluorescent forked duplex, kinetic | Potency, µM (series often up to 114 µM), inactives show top-dose activity change, negative = inhibition, hits mostly inhibitors | actives 0.46% (n = 360,000); further: potency means the concentration at half of the fitted maximal effect; on the % scale 0 is the no-effect control and ±100 the full control effect; nearly all actives have a fitted effect of over 55% in size
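Primary qHTS, 1536-well format. 20 nM WRN + compound, 15 min RT; start with 100 nM forked fluorophore/quencher duplex, 2 mM ATP (final); kinetic read ex 525/em 598 nm.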
EPAC1 antagonist: qHTS for Antagonist of cAMP-regulated guanine nucleotide exchange factor 3 (EPAC1): primary screen. Potency, µM (doses to about 115 µM), inactives show at the highest dose activity change, negative = inhibition, actives largely listed as inhibitors. EPAC1 GEF assay, Rap1b-BODIPY-GDP exchange fluorescence. AID 720709, 2013. Rap guanine nucleotide exchange factor 3 (Homo sapiens), O95398. actives 0.14% (n = 360,000);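 further: potency means the concentration at half of the fitted maximal effect; plate controls were vehicle for no effect and positive control for full effect; nearly all actives have a fitted effect of over 50% in size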
PI5P4Ka inh: qHTS for Inhibitors of phosphatidylinositol 5-phosphate 4-kinase (PI5P4K) | Phosphatidylinositol 5-phosphate 4-kinase type-2 alpha (Homo sapiens), P48426 | PI5P4Kalpha enzyme, ADP-Glo luminescence, 60 min; stronger effect = lower value | max response, % | actives 1.2% (n = 330,000) | AID 652105, 2013; active means max response of -50% or lower; inconclusive means between -30% and -50%; inactive means -30% or higher; further: value at the top dose of about 77 µM; on the % scale 0 is the no-effect control and ±100 the full control effect
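ADP-Glo luminescence end-point read after a 60 min room-temperature kinase reaction of PI5P4Kalpha plus substrate, initiated with ATP at 5 microM final. Buffer: 0.038 M HEPES pH 7.4, EGTA, 0.1% CHAPS, 5% DMSO.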
EPAC1 ag: qHTS for Agonist of cAMP-regulated guanine nucleotide exchange factor 3 (EPAC1): primary screen. EPAC1 agonist qHTS, biochemical assay; response scale: 100% = response to 6.5 mM cAMP. Potency, µM (top dose mostly 154 µM), without a hit: at the highest dose activation, hits mostly activators. actives 0.073% (n = 360,000); further: potency means the concentration at half of the fitted maximal effect; nearly all actives have a fitted effect of over 60% in size
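EPAC1 100 nM, Rap1B–BODIPY-GDP 250 nM, unlabeled GDP 50 uM; compound titration; 5 min RT; kinetic read ex480/em540 at 5-min intervals ×30 min; data normalized to 6.5 mM cAMP agonist control.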
EPAC2 ag: qHTS for Agonist of cAMP-regulated guanine nucleotide exchange factor 4 (EPAC2): primary screen; EPAC2 activation, biochemical qHTS; response scale: 100% = 6.5 mM cAMP response; Potency, µM (doses to about 154 µM), inactives show at the top dose activation, actives largely listed as activators; AID 720711, 2013; actives 0.079% (n = 360,000); Rap guanine nucleotide exchange factor 4 (Homo sapiens), Q8WZA2; further: potency means the concentration at half of the fitted maximal effect; nearly all actives have a fitted effect of over 50% in size
Target sequence (Q8WZA2 whole entry, looked up): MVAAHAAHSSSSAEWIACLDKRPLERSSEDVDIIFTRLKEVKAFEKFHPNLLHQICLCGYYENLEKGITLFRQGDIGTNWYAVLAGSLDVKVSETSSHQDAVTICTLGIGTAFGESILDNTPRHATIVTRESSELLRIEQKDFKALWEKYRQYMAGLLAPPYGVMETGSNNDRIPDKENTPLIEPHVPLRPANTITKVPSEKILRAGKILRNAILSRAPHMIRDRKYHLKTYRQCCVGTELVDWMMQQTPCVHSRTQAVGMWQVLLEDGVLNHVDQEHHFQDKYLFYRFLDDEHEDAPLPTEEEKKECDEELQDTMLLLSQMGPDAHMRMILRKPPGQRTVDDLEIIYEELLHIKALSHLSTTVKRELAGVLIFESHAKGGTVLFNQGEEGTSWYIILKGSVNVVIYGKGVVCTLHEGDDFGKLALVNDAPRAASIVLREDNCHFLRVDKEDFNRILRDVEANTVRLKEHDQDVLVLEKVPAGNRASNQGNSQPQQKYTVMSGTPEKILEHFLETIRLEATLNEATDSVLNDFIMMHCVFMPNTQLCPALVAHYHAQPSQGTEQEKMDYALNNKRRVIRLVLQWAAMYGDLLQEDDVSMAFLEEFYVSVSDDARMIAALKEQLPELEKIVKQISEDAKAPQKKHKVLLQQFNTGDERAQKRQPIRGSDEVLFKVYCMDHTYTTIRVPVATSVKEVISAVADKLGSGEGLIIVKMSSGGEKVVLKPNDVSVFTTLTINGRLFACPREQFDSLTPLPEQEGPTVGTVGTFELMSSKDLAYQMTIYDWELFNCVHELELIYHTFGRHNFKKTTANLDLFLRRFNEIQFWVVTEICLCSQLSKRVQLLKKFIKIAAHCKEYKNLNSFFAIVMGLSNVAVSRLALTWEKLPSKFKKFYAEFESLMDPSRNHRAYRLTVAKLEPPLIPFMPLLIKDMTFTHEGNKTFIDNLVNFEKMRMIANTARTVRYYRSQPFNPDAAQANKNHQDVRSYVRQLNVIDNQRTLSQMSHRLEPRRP
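Fluorescence exchange assay: 100 nM EPAC2 with 250 nM RAP1B-BODIPY-GDP and 50 uM GDP; compounds tested as a concentration-titration series (qHTS). Loss of Rap1-bound BODIPY-GDP fluorescence read at 480/540 nm; data normalized to 6.5 mM cAMP.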
PLK1 PBD inh: qHTS for Inhibitors of PLK1-PDB (polo-like kinase 1 - polo-box domain): Primary Screen; Potency, µM, for the others: max response, negative = inhibition, usual class: inhibitors; actives 2.8% (n = 360,000); Serine/threonine-protein kinase PLK1 (Homo sapiens), P53350; Plk1 PBD binding of FITC phosphopeptide, fluorescence polarization; AID 720504, 2013; further: potency means the concentration at half of the fitted maximal effect; series mostly up to about 57 µM; on the % scale 0 is the no-effect control and ±100 the full control effect; nearly all actives have a fitted effect of over 65% in size
CCT chaperon mod: High-Throughput Screening for Modulators of Cytosolic Chaperonin Activity | purified chaperonin ATPase assay, HTRF ADP detection, 30 min | activity change, % (no concentration beside the values), hits read low | actives 0.3% (n = 360,000) | AID 651819, 2012; in the data active means activity change below about -30%; further: on the % scale 0 is the no-effect control and ±100 the full control effect
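Enzyme 40 or 20 nM (batch-dependent) in Tris pH 7.4/KCl/MgCl2/DTT; cpd 76 uM single point; ATP 10 uM; 30 min 37 °C; Transcreener ADP HTRF detection, 30 min RT; ratio 665/615.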
IL2 activator: qHTS of IL-2 Activators; actives 0.065% (n = 360,000); activation, % (series mostly up to about 46 µM); AID 652025, 2013; IL-2 activation reporter assay, cell-based qHTS; stimulated with anti-CD3/CD4/CD28 beads; in transgenic mouse T cells; in the data active means activation above about 50%; inconclusive means mostly about 30% to 49%; further: 0% is about no effect
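Using fluorescent plate cytometry, EGFP and DsRed are detected in transgenic mouse T cells stimulated 18 h at 37 degrees C with antibody-coated beads after 60 min compound pretreatment.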
Active calls of the source: *; ? = inconclusive; · = no result given; [ ] = remark or other dose. Unless noted, the call rests on the fitted dose curve; in most records, active means well fitted curve in the direction sought with a large enough effect; inconclusive means small, poorly fitted or top-dose-only effect, or another doubt; inactive means no such curve, though single readings can be large; an effect the other way counts as inactive or inconclusive.

1: O=c1c(C(c2ccc(F)cc2)c2c(O)nc3n(c2=O)CCS3)c(O)nc2n1CCS2
2: O=C(Nc1cccc(O)c1)c1ccc(C(=O)c2ccccc2)o1
3: Nc1nc(COC(=O)C2CC(=O)N(Cc3ccccc3)C2)nc(Nc2ccccc2)n1 (stereo unspecified)
4: CCOC(=O)C1(Cc2ccccc2C#N)CCCCC1=O (stereo unspecified)
5: CCCCCCCCCn1c2c(c(=N)c3c1CCC3)CCCC2
6: Cc1ccc(S(=O)(=O)NCCCCCC(=O)Nc2nccs2)cc1
7: CCc1nc2ccccc2n1CC(C)C(=O)O (stereo unspecified)
8: COc1ccccc1NC(=O)c1ccc(CSc2ccccc2)o1
assay / compound	1	2	3	4	5	6	7	8
PI5P4Ka inh	?	-4	-8	1	-8	12	·	18
EPAC1 antagonist	3%	-15%	14%	-9%	9%	-22%	-4%	-9%
PLK1 PBD inh	19µM*	-10%	-2%	1%	-18%	-13%	-1%	2%
CCT chaperon mod	-4.6	0.5	-0.5	0.9	-1.5	-1.6	-0.4	1.8
EPAC2 ag	-1%	0%	13%	5%	10%	11%	-2%	9%
WRN inhibitor	?	-10%	0%	-4%	10%	6%	1%	-6%
IL2 activator	-3.3	-3.3	0.0	-0.4	-1.1	2.0	-0.4	-4.3
EPAC1 ag	-1%	-4%	-4%	6%	4%	3%	3%	8%

PLK1 PBD inh, what is marked active above
| cpd | Molecule | PI5P4Ka inh | EPAC1 antagonist | PLK1 PBD inh | CCT chaperon mod | WRN inhibitor | IL2 activator |
| --- | --- | --- | --- | --- | --- | --- | --- |
| 1 | O=c1c(C(c2ccc(F)cc2)c2c(O)nc3n(c2=O)CCS3)c(O)nc2n1CCS2 | ? | 3% | 19µM* | -4.6 | ? | -3.3 |

(further entries)
9: O=C(NCc1ccccc1)/C(=C\c1ccc(F)cc1)NC(=O)c1ccco1
10: COc1cccc(NC(=O)CN(C)C(=O)CSCC(=O)Nc2ccc(C)cc2)c1
11: C[C@H]1CCCCO[C@H](CN(C)Cc2ccncc2)[C@@H](C)CN([C@@H](C)CO)C(=O)c2cc(NS(=O)(=O)c3ccccc3)ccc2O1
12: CCCCCCCCn1c2c(c(=N)c3c1CCC3)CCCC2
13: Cc1ccc2nc(SCc3ccccc3)c(C=O)c(=O)n2c1
14: COc1cccc(CNc2nc(NCc3ccccc3)nc3ccsc23)c1
15: Cc1cc(-c2nnc(CCC(=O)NCCc3ccccc3F)o2)no1
16: O=C(CSc1nc2ccc([N+](=O)[O-])cc2[nH]1)NC1CCCCCC1
assay / compound	9	10	11	12	13	14	15	16
PI5P4Ka inh	1	-5	4	1	-3	-22	5	0
EPAC1 antagonist	5%	15%	32%[activator]	-6%	-5%	-14%	2%	-8%
PLK1 PBD inh	11%	-17%	7%	-20%	-8%	5%	-10%	-12%
CCT chaperon mod	-14	-1.6	-0.4	-0.7	-8.7	0.9	-3.4	-0.4
EPAC2 ag	0%	6%	6%	-5%	-1%	4%	22%	7%
WRN inhibitor	-2%	7%	4%	10%	3%	-3%[57.1 µM]	-28%	-12%
IL2 activator	-0.9	1.6	-3.8	-0.7	1.0	-1.0	-2.6	-6.5
EPAC1 ag	-18%	-2%	-6%	-2%	1%	3%	3%	0%

17: CCC(CC)c1nc(C(N)=O)c2[nH]c(=O)n(-c3ccc(OC)c(OC)c3)c2n1
18: O=C(CNC(=O)c1cccc([N+](=O)[O-])c1)NC1CCCc2ccccc21 (stereo unspecified)
19: Cn1c(=O)oc2ccc(C(=O)CSc3nnnn3-c3ccccc3)cc21
20: CC(NC(=S)Nc1cccc(C(F)(F)F)c1)C(C)(C)C (stereo unspecified)
21: CCOc1ccccc1OCCCC(=O)Nc1ccc(OC)nc1
22: O=c1[nH]c(=S)[nH]c2c1C(c1ccc(Br)cc1)c1c([nH]c(=S)[nH]c1=O)O2
23: COc1ccc(/C=C/C(=O)N(C)C2CCS(=O)(=O)C2)cc1 (stereo unspecified)
24: Cc1csc(C)[n+]1CC(=O)c1ccccc1
assay / compound	17	18	19	20	21	22	23	24
PI5P4Ka inh	4	-2	·	13	·	-75*	0	5
EPAC1 antagonist	-3%	14%	14%	-25%	-5%	35µM*	1%	-13%
PLK1 PBD inh	-12%	4%	-8%	-3%	-1%	6µM*	-2%	?
CCT chaperon mod	-0.4	1.6	-3.4	1.7	-2.0	3.5	-2.2	0.3
EPAC2 ag	3%	-7%	2%	-1%	9%	3%	2%	3%
WRN inhibitor	-5%	7%	5%	-6%	-6%	14µM*	0%	-9%
IL2 activator	-2.4	-1.2	-3.6	-4.7	-1.0	0.4	-0.6	-0.8
EPAC1 ag	-3%	-5%	3%	-5%	3%	-7%	5%	-13%

Arranged by length of the SMILES (ascending): part of the list above
8: COc1ccccc1NC(=O)c1ccc(CSc2ccccc2)o1
15: Cc1cc(-c2nnc(CCC(=O)NCCc3ccccc3F)o2)no1
16: O=C(CSc1nc2ccc([N+](=O)[O-])cc2[nH]1)NC1CCCCCC1
assay / compound	8	15	16
PI5P4Ka inh	18	5	0
EPAC1 antagonist	-9%	2%	-8%
PLK1 PBD inh	2%	-10%	-12%
CCT chaperon mod	1.8	-3.4	-0.4
EPAC2 ag	9%	22%	7%
WRN inhibitor	-6%	-28%	-12%
IL2 activator	-4.3	-2.6	-6.5
EPAC1 ag	8%	3%	0%

Other structures follow.
25: O=C(Cc1ccc(Br)cc1)NNC(=O)c1cccs1
26: O=C(N1CCOCC1)N(CCN1CCOCC1)Cc1cccc2ccccc12
27: COc1cc(C(=O)Nc2ccc(NC(=O)C3CC3)nc2)cc(OC)c1OC
28: O=C(CSc1ccc2nnc(-c3ccccn3)n2n1)N1CCOCC1
29: COC(=O)c1ccsc1-n1cc(C#N)c(=O)n(C)c1=O
30: Cc1ccc(C(=O)COC(=O)C(C)N2C(=O)C3C4CCC(C4)C3C2=O)cc1 (stereo unspecified)
31: COc1cccc(/C=N/NC(=O)c2[nH]c(C)c(C(=O)N/N=C/c3cccc(OC)c3)c2C)c1
32: COc1ccc(-c2noc(CN(C(=O)c3ccc4c(c3)OCO4)C(C)C)n2)cc1
assay / compound	25	26	27	28	29	30	31	32
PI5P4Ka inh	0	0	3	1	0	-2	-5	-2
EPAC1 antagonist	-6%	5%	0%	16%	0%	8%	18%	-30%
PLK1 PBD inh	-12%	?	-9%	-6%	-20%	5%	8%	0%
CCT chaperon mod	-3.1	-1.5	0.4	-0.5	0.2	-1.0	-2.8	-1.2
EPAC2 ag	5%	-2%	-8%	1%	1%	6%	1%	-1%
WRN inhibitor	1%	-11%	11%	6%	2%	8%	-35%[57.1 µM]	-9%
IL2 activator	-0.8	0.0	-3.5	-0.5	0.5	0.3	-0.2	-3.5
EPAC1 ag	1%	7%	-9%	5%	6%	4%	0%	22%

33: CCCCn1c(-c2cccc(F)c2)nc2c1c(=O)[nH]c(=O)n2CC(C)C
34: COc1ccc(CN2CCSCC2)cc1O
35: COc1cc(C(=O)OCC(=O)N2CCCCC2C)ccc1OCc1c(C)noc1C (stereo unspecified)
36: O=C(CN1CCOCC1)Nc1ccc(NC(=O)CN2CCOCC2)c(Cl)c1
37: CN(CC(O)COc1ccc(OCC(O)CN(C)C2CCCCC2)cc1)C1CCCCC1 (stereo unspecified)
38: CC(C)(C)c1ccc(/C=C2\SC(=O)N=C2N)cc1
39: O=C(CSc1nc2ccccc2s1)Nc1ccc(Cl)c(C(=O)O)c1
40: CCN(CC)C(=O)CSc1nc(-c2ccccc2)ccc1C#N
assay / compound	33	34	35	36	37	38	39	40
PI5P4Ka inh	2	-2	4	1	6	-4	?	0
EPAC1 antagonist	-1%	12%	-7%	2%	8%	14%	3%	-18%
PLK1 PBD inh	-6%	-1%	-6%	-13%	-1%	-4%	8.4µM*	-6%
CCT chaperon mod	-1.7	-2.2	-0.7	-8.3	-1.9	-1.7	-1.8	0.8
EPAC2 ag	-8%	1%	-1%	-2%	7%	-4%	5%	1%
WRN inhibitor	11%	11%	5%	3%	0%	-3%	-17%	-2%
IL2 activator	-0.6	-4.4	-0.1	-1.9	-0.2	-3.8	-1.1	0.4
EPAC1 ag	3%	0%	2%	2%	-1%	0%	-3%	-5%

41: CN(C)c1cccc(C(=O)OC(C(=O)Nc2ccc([N+](=O)[O-])cc2Br)c2ccccc2)c1 (stereo unspecified)
42: CCOc1cccc2cc(C(=O)NCCC3=CCCCC3)c(=O)oc12
43: CCOc1ccc(/C=C/c2nc(C#N)c(NCCCN(C)C)o2)cc1
44: COc1ncnc2c1ncn2CCCNCc1ccc2c(c1)OCO2
45: COc1ccc(S(=O)(=O)CC(=O)c2cc3cc(Br)ccc3oc2=O)cc1
46: CCn1c(NCc2ccccn2)nc2ccccc21
assay / compound	41	42	43	44	45	46
PI5P4Ka inh	6	5	0	1	-75*	2
EPAC1 antagonist	10%	-4%	-2%	13%	?	-2%
PLK1 PBD inh	-1%	-15%	1%	-1%	1.7µM*	2%
CCT chaperon mod	-3.2	-0.4	-3.9	0.7	1.4	-1.8
EPAC2 ag	-2%	0%	-5%	1%	11%	4%
WRN inhibitor	?	-11%	-1%	-2%	?	-8%
IL2 activator	-0.1	-0.6	-2.2	-0.4	1.3	0.7
EPAC1 ag	-1%	2%	-1%	0%	-2%	-1%

Only part of the results is shown; the hit share may differ from the screen's.
